# Screening results: PubChem BioAssay, Broad Institute
# C2C12 statin – protects C2C12 myotubes from simvastatin toxicity | ATP luminescence, 48 h; scaled: DMSO 0, geranylgeraniol control 100 | rescue of ATP level, % at 7.49 µM | hit rate 0.78% among 330,000;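 active = mean ATP rescue above about 67%, or every replicate alone reaching that limit, limit read from the data, passing the limit was not always enough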;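 note: myotubes were challenged with 10 µM simvastatin during compound exposure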
# LGR2 inh – Drosophila LGR2 receptor signaling inhibition; HEK293 LGR2, CRE-luciferase, bursicon-stimulated, 4 h; inhibition, % at 9.99 µM; hit rate 0.35% among 380,000; AID 720647;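 active = drop in luminescence signal, shown as inhibition above about 50% in the replicate tests, limit read from the data, passing the limit was not always enough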;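 note: agonist challenge used bursicon conditioned medium at about half maximal strength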
# SIRT5 inh – sirtuin-5 (human) deacylase inhibition | inhibition, % at 15 µM | Q9NXA8 | Purified SirT5, succinyl-peptide AMC, trypsin-coupled fluorescence | hit rate 1.1% among 330,000; in the data active = inhibition above about 15%
# ERAP1 inh – inhibitors of human ERAP1 aminopeptidase. Q9NZ08. recombinant ERAP1, Leu-AMC fluorescence, 60 min. inhibition, % at 10.7 µM. hit rate 0.15% among 340,000. AID 652197;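 active = mean replicate inhibition of at least 30%, or all replicates individually reaching that 30% level; inactive = mean below 30% and not every replicate reaching it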;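 note: 0% = neutral control wells and 100% = L-leucinethiol positive control wells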
# Target sequence (Q9NZ08 whole entry, looked up): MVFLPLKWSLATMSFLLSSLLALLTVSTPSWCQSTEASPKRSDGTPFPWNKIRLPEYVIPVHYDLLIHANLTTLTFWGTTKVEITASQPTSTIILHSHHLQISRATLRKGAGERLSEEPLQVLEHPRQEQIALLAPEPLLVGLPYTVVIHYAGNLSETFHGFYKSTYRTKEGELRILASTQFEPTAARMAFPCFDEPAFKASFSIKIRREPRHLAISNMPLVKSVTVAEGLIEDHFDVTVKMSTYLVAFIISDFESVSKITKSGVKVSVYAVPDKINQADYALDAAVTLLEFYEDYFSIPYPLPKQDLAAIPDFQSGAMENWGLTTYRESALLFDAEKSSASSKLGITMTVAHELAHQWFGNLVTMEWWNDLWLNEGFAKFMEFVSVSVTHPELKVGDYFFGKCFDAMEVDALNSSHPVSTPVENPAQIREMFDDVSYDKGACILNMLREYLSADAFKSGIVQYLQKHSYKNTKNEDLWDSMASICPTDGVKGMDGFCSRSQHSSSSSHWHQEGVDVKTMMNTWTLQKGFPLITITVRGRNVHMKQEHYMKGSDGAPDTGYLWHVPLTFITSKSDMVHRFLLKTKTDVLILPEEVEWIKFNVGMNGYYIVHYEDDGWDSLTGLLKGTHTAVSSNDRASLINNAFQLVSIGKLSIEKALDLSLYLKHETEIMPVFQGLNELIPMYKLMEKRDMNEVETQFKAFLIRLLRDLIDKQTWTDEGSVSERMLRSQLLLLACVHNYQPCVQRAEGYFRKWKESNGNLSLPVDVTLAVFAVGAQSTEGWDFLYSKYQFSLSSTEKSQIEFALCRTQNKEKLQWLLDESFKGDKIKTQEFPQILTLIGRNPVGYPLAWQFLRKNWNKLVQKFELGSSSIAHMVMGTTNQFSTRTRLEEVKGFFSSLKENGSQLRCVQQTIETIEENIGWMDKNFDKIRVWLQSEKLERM
# Cneo AK release – Cryptococcus neoformans lysis via adenylate kinase release; lysis activity, % at 15 µM; AID 651654; hit rate 0.2% among 360,000; C. neoformans lysis, adenylate kinase release luminescence, 4 h; normalised: neutral wells 0, clomiphene wells 100;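 active = mean lysis activity across replicates of at least 80%, whatever share of replicates individually reach that level; inactive = mean lysis activity below 80%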
#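 Material – Cryptococcus neoformans yeast cells · Quantity – 5 × 10^6 yeast cells/mL · Buffer or medium – YPD medium · Compound – single dose · Timing – 4 h static compound exposure, 37 °C, read 1 h post-reagent · Signal – adenylate kinase release luminescence · Read-out basis – lysis from increased AK signal · Benchmarks – Clomiphene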
# S100A4 inh HTS – inhibitors of human S100A4 binding to myosin IIA peptide; P26447; S100A4/TAMRA-MyoIIA peptide fluorescence polarization; inhibition, % at 10.7 µM; hit rate 0.14% among 360,000;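 active = mean inhibition of at least 70% across replicates, with every replicate also reaching that level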
# Target sequence (P26447 whole entry, looked up): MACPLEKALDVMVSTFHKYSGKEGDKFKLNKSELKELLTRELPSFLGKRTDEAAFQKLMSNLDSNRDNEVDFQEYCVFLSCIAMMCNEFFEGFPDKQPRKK
#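 Test system: S100A4 monomer protein; Medium: HEPES pH 7.2 with CaCl2, KCl, NaCl, DTT, Triton; Probe or stimulus: TAMRA-labelled myosin IIA heavy-chain peptide probe, 5 nM; Doses: one dose per compound; Times: polarization read 5 min after assay mix addition, stable 5–60 min; Benchmarks: neutral control DMSO, positive control TFP.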
# PGC1a acetyl inh – lowers PGC1a acetylation signal in U2OS cells | AlphaScreen anti-acetyl-lysine; with virally co-expressed GCN5 acetyltransferase | inhibition, % at 15.6 µM | hit rate 0.17% among 350,000 | AID 651687;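 active = every replicate shows inhibition of at least 40%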;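 note: 0% = neutral control wells and 100% = positive control wells; some results beyond the cut were filed as inactive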
# Xi reactivation – activators of X-chromosome reactivation in mouse fibroblasts | XiGFP mouse fibroblasts, % GFP-positive cells imaging, 3 d; cells co-treated with 5-aza-dC sensitizer; scaled so ellipticine positive control = 100% | activation, % at 7.58 µM | hit rate 0.055% among 360,000;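 active = mean normalized replicate activation at least 10% and every replicate at or above 10%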;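 note: 0% = median of on-plate neutral control wells and 100% = ellipticine 6 µM median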
#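 System: SV40-immortalized XiGFP fibroblast cells, line 68-5-11 / Incubation: 3-day compound exposure, then 15 min fixation at room temperature / Compound: single concentration per compound, delivered by pin transfer / Buffer or medium: DMEM plus 5-aza-dC sensitizer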
# An asterisk follows results filed as active; · = not tested or not shown; & = joins results of further samples. A portion of the library; the hit share may differ from the screen's.
SMILES,C2C12 statin,LGR2 inh,SIRT5 inh,ERAP1 inh,Cneo AK release,S100A4 inh HTS,PGC1a acetyl inh,Xi reactivation
O=C(Nc1ccc(F)cc1)N1Cc2ccccc2-n2nncc2C1,-6.2,-6.7,-1.8,1.4,0.1,-0.9,-3.1,·
Cc1cccc(C)c1-n1nnnc1C(c1cccc2ccccc12)N1CCC2(CC1)C(=O)NCN2c1ccccc1 (stereo unspecified),-9.6,31.6,-3.0,·,7.6,0.9,-36.2,0.0
CCCNC(=O)Cn1cnc2sc(C(=O)N3CCC4(CC3)OCCO4)c(C)c2c1=O,-13.3,-10.6,0.4,1.1,0.3,-1.1,-3.8,0.0
CC(NCc1ccccc1Cl)C(O)c1ccccc1 (stereo unspecified),28.5,·,0.2,-1.9,-2.8,7.4,-2.4,·
O=C(C1c2ccccc2C(=O)N2CCc3ccccc3C12)N1CCC2(CC1)OCCO2 (stereo unspecified),13.4,5.6,·,·,4.3,·,3.8,·
CCCCCn1c(=O)c(C(=O)Nc2ncccc2C)c(O)c2ccccc21,-7.5,·,-0.4,3.1,-3.7,-5.7,24.1,0.6
CCCCCn1c(=O)c(C(=O)NCc2ccccc2)c(O)c2ccccc21,8.9,2.9,-6.1,-0.4,4.0,-0.9,·,0.0
Cc1nn(Cc2ccccc2Cl)c(Cl)c1C(=O)OC(C(=O)NC(N)=O)C(C)C (stereo unspecified),12.6,6.0,·,·,-0.6,·,18.8,0.5
Cc1ccccc1-n1c(O)c(C(c2ccncc2)c2c(O)n(-c3ccccc3C)c(=O)[nH]c2=O)c(=O)[nH]c1=O,-5.5,-5.7&3.6,-2.4&-0.5,3.2&4.7,-0.5&0.9,-5.0&-12.5,2.4&10.9,0.9&-0.1
O=C(Cc1cccnc1)N1CCCCN2[C@H](C1)[C@H](c1ccc(/C=C/c3ccccc3)cc1)[C@@H]2CO,·,21.3,0.0,5.3,1.1,-5.8,-0.2,0.4
CCCCC(CC)CNCC(O)c1ccccc1 (stereo unspecified),4.0,1.8,-3.2,3.7,-0.7,-3.9,0.6,0.1
CCCCn1c(O)c(C(C)=NCCCN(C)C)c(=O)[nH]c1=O,-9.6,-2.6,9.7,3.0,-1.0,-4.4,5.5,·
CSCCC(c1nnnn1C1CCCCC1)N1CCC2(CC1)C(=O)NCN2c1ccccc1 (stereo unspecified),-7.0,34.8,4.0,·,-26.7,-1.0,-21.5,0.1
CCC1CN1P(=O)(Oc1ccc(Cl)cc1)N1CC1CC (stereo unspecified),-0.6,·,·,1.7,-0.4,0.4,-3.8,0.6
Cc1nc2ccccc2c(=O)n1-c1cc(F)ccc1F,·,1.4,-1.8,-0.1,·,-10.0,2.0,0.0
CSc1ccccc1C(=O)C1CCCN(Cc2ccncc2)C1 (stereo unspecified),6.7,-0.1,-1.4,-2.5,4.4,-1.5,1.4,-0.1
CNC(=O)O/N=C/c1nn(C(=O)C(C)(C)C)cc1Br,1.2,-4.5,-0.9,·,-3.2,1.6,-3.7,0.0
COc1ccc(N=Cc2c(O)n(Cc3ccccc3)c(=S)[nH]c2=O)c(OC)c1,·,-61.6,-0.9,3.6,·,-1.7,9.2,-0.1
CC(=O)c1c(C)n(C2CCCCC2)c2ccc(O)cc12,·,24.6,1.3,0.1,·,13.5,55.3*,0.1
COC(=O)C1=C(c2cccc(C#N)c2)C[C@@H]2CC[C@H]1N2C(=O)NCCCOC(C)C,-9.1,·,1.4,-0.5,0.7,-53.3,·,0.0
CN(C)CC#Cc1ccc([C@H]2[C@@H](CO)N3CCCCN(C(=O)Cc4ccccn4)C[C@H]23)cc1,·,-23.8,-3.2,-1.1,-2.3,6.4,-1.8,0.1
COc1ccccc1-n1c(-c2cccs2)nc2ccccc2c1=O,·,18.3,-1.5,0.3,·,-0.6,·,0.1
Cn1c(O)c(C(=Nc2ccc(F)cc2)c2ccccc2Cl)c(=O)n(C)c1=O,·,10.2,-1.2,·,·,-6.6,-3.5,0.3
COc1ccc(-c2nn(CCC#N)cc2C(=O)O)cc1,·,·,-7.9,-3.7,·,-0.1,-10.0,0.0

# An excerpt from above in order of count of non-hydrogen atoms, falling:
SMILES,C2C12 statin,LGR2 inh,SIRT5 inh,ERAP1 inh,Cneo AK release,S100A4 inh HTS,PGC1a acetyl inh,Xi reactivation
COc1ccc(N=Cc2c(O)n(Cc3ccccc3)c(=S)[nH]c2=O)c(OC)c1,·,-61.6,-0.9,3.6,·,-1.7,9.2,-0.1
COc1ccccc1-n1c(-c2cccs2)nc2ccccc2c1=O,·,18.3,-1.5,0.3,·,-0.6,·,0.1
COc1ccc(-c2nn(CCC#N)cc2C(=O)O)cc1,·,·,-7.9,-3.7,·,-0.1,-10.0,0.0

# Carrying on.
SMILES,C2C12 statin,LGR2 inh,SIRT5 inh,ERAP1 inh,Cneo AK release,S100A4 inh HTS,PGC1a acetyl inh,Xi reactivation
O=C(Cc1ccncc1)N1CCCCN2[C@@H](CO)[C@@H](c3ccc(-c4ccncc4)cc3)[C@@H]2C1,·,10.0,1.3,2.4,-3.5,-5.2,-4.0,0.0
C[C@]12CC[C@H](O)C[C@H]1CC[C@@H]1[C@@H]2CC[C@]2(C)C(=O)CC[C@@H]12,-5.4,7.2,5.3,-0.2,-4.5,1.9,-22.9,·
O=C(O)c1ccc(N=Cc2c(O)[nH]c(=O)[nH]c2=O)cc1,-5.3,-36.6,5.2,3.3,1.6,8.2,13.4,0.0
O=c1[nH]c2ccccc2n1C1CCN(Cc2ccc(-c3nc4ccccc4nc3-c3ccccc3)cc2)CC1,·,22.1,-3.6,12.1,·,-0.9,·,0.1
[Cl][Pt+2][Cl].[NH-]C1CCCCC1[NH-] (stereo unspecified),-2.6,4.9,7.2,7.2,0.4,-1.7,-10.1,-0.1
CN(C)c1ccc(-[n+]2c(-c3ccccc3)cc(-c3ccccc3)cc2-c2ccccc2)cc1,·,20.4,7.7,14.5,·,-7.6,-45.7,0.0
c1ccc2c(CCNC3=NCCC3)c[nH]c2c1,·,7.1,2.8,-2.6,-0.6,-0.4,-1.6,·
O=c1[nH]c2ccccc2n1C1CCN(C(c2nnnn2-c2ccc3c(c2)OCCO3)C2CC2)CC1 (stereo unspecified),-18.8,10.3,-1.4,-2.9,0.2,0.1,14.1,0.0
c1ccc(CN2CCN(Cc3ccc4ccccc4c3)CC2)cc1,9.1,15.0,5.0,1.0,3.8,10.5,·,0.1
O=C1/C(=C\c2cccnc2)N2CCC1CC2,·,5.6,-2.9,6.2,·,-0.5,·,-0.1
O=C(Cc1ccccc1)N1CCCCN2[C@@H](CO)[C@H](c3ccc(C#Cc4ccccc4)cc3)[C@@H]2C1,·,12.2,-3.2,-3.0,-0.6,0.6,-11.2,0.2
CCn1cc(CN2CCCC(C(=O)c3sccc3C)C2)cn1 (stereo unspecified),·,13.2,-1.9,-2.8,·,-3.4,7.5,0.0
COc1ccc(/C=C/C(=O)NC(=S)N2C[C@H]3C[C@H](C2)c2cccc(=O)n2C3)cc1OC,-5.1,·,4.0,2.1,0.6,-0.7,-1.6,·
O=C(Cc1ccccc1)N1CCCCN2[C@H](C1)[C@@H](c1ccc(-c3ccccc3)cc1)[C@@H]2CO,·,27.7,8.9,-0.6,4.6,-6.7,-1.3,0.1
CCCN1[C@@H]2c3ccc(-c4ccccc4)c(=O)n3C[C@H]1[C@H](CO)[C@H]2C(=O)OC,18.1,-7.8,-2.8,-0.3,-0.3,0.6,·,0.3
CCc1ccc(C(=O)C23CN4CN(CN(C4)C2)C3)cc1,9.3,9.9,·,·,1.9,·,-1.4,·
CC=Cc1ccc2n(c1=O)C[C@H]1[C@H](CO)[C@@H](C(=O)OC)[C@@H]2N1S(=O)(=O)c1ccccc1C (mixture of isomers),-6.5,6.1,-4.3,-1.8,-0.1,3.7,1.4,0.3
Cn1c(O)c(C=NCCN2CCOCC2)c(=O)[nH]c1=S,·,9.8,5.0,·,-4.8,12.0,-7.5,0.2
CCN1CCN(S(=O)(=O)c2ccc(Cl)c(C(=O)Nc3ccc(C(=O)N(CC)CC)cc3)c2)CC1,·,-3.1,-2.9,20.2,-0.2,2.3,·,-0.1
O=P1(c2ccccc2)Nc2ccccc2N1c1ccccc1 (stereo unspecified),33.3,10.7,·,2.2,4.0,-9.3,13.1,0.4
CC(C)[C@H]1C(=O)N2CCC[C@H]2[C@]2(O)O[C@](NC(=O)[C@@H]3C=C4c5cccc6[nH]cc(c56)C[C@H]4N(C)C3)(C(C)C)C(=O)N12,3.8,·,·,·,-1.8,0.5,-14.4,·
O=C1C=CC(=O)C2C1C1(Cl)C(Cl)=C(Cl)C2(Cl)C1(Cl)Cl (stereo unspecified),0.0,5.3,0.8,-6.8,4.2,-20.4,2.8,0.0
COC(=O)[C@H]1[C@H](CO)[C@H]2Cn3c(ccc(-c4cccc(OC)c4)c3=O)[C@@H]1N2C(=O)c1ccccc1F,16.9,1.9,-22.2,-2.8,0.9,2.2,0.4,0.0
NCCc1c[nH]c2ccc(C(N)=O)cc12,2.7,10.9,-0.4,2.1,-1.6,0.4,-1.4,-0.1
O=C(COc1ccc2ccc(=O)oc2c1)N1CCC(C(=O)O)(c2ccccc2)CC1,1.2,·,·,·,-3.4,-5.2,5.8,·
CSc1ccc(C(=O)C2CCCN(Cc3cccnc3)C2)cc1 (stereo unspecified),21.5,15.0,-4.1,-4.5,·,-11.2,-7.4,0.2
S=P(Nn1cnnc1)(c1ccc(Br)cc1)c1ccc(Br)cc1,-1.0,-17.6,-7.8,0.9,·,5.4,-5.7,0.1
CC1(C)CC(=O)C(C=NCCN2CCN(C(=O)Cc3ccccc3)CC2)=C(O)C1,19.5,3.9,0.9,1.3,-1.2,-0.7,-9.1,·
O=c1[nH]c(=S)n(-c2cccc(Cl)c2)c(O)c1C=NCCN1CCNCC1,6.1,18.8,0.8,-1.1,2.1,-0.9,1.3,0.0
O=[N+]([O-])c1ccc(N2CCCCCC2)c2ncccc12,-1.7,-11.0,-3.2,0.3,·,-5.8,-2.0,0.1
Cc1ccc(-n2c(O)c(C=Nc3ccc(Br)cn3)c(=O)[nH]c2=O)cc1,·,17.2,-0.5,1.4,·,2.7,·,0.3
NP(=O)(Oc1ccc(Cl)cc1)Oc1ccc(Cl)cc1,-1.1,10.6,-0.6,5.2,·,-1.0,-3.6,0.0
Cc1ccc2c(c1)C1CN(C)CCC1N2C(=O)c1cccs1 (stereo unspecified),·,6.7,-0.5,·,·,-1.2,-5.9,1.0
O=C1CCC2(O)C3Cc4ccc(O)c5c4C2(CCN3Cc2ccoc2)C1O5 (stereo unspecified),2.4,8.9,-6.7,1.5,-0.2,-4.6,6.3,0.1
c1ccc(-c2nnc(C3CC(c4cccnc4)=NO3)o2)cc1 (stereo unspecified),4.7,-6.3,·,-0.7,8.5,-28.1,7.6,0.0
Cc1ncoc1C(=O)NCC1=C(c2cccc3ccccc23)C[C@@H]2CC[C@H]1N2Cc1ccco1,-4.1,-2.2,-9.1,-1.8,-1.8,-2.1,13.1,-0.1
O=[N+]([O-])c1cccc2c([As](=O)(O)O)cccc12,-4.2,-15.0,0.0,-0.7,0.2,-8.8,·,0.1
